# SUMO1 PPI mod: modulators of human SUMO1-mediated protein-protein interactions. P63165. AID 602429. inhibition, % at 20 µM. actives 0.33% (n = 360,000). SUMO1 binding to a labelled peptide, TR-FRET, 1 h; in the data active = inhibition above about 37%
# NadD block: blocks S. aureus nicotinate mononucleotide adenylyltransferase; purified NadD enzyme, colorimetric absorbance read-out; inhibition, % at 20 µM; actives 0.78% (n = 360,000); AID 602399; in the data active = inhibition above about 26%; also: some compounds past the cut are filed as inactive
# STEP block: inhibitors of human striatal-enriched phosphatase STEP; P54829; recombinant STEP, OMFP fluorogenic substrate, fluorescence; inhibition, % at 20 µM; actives 0.25% (n = 360,000);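 active = inhibition at 20 µM, scaled per plate between control wells, above about 37%, limit read from the data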;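 also: 0% = DMSO with enzyme and substrate and 100% = substrate only without enzyme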
# Target sequence (P54829 whole entry, looked up): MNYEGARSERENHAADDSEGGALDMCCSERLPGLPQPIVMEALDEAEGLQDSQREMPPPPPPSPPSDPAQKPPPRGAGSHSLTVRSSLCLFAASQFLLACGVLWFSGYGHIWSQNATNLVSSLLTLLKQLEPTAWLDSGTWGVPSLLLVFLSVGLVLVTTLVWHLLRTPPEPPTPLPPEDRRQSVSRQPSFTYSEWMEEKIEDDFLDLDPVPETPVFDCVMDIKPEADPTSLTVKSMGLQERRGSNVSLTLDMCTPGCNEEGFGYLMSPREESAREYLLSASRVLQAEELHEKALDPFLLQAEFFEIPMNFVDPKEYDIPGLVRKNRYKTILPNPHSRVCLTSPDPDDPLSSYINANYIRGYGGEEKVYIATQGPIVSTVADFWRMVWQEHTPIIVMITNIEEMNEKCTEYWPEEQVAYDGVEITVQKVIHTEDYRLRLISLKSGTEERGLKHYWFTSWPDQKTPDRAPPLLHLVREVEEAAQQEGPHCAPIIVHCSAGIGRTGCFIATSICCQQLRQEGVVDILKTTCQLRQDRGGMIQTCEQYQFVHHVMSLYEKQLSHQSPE
#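 Test system: STEP tyrosine phosphatase / Reagent: OMFP at 25 µM / Doses: 20 µM, 1% DMSO / Read-out: percent inhibition scaled to no-enzyme and uninhibited-enzyme controls, plate-pattern corrected / Detection: FITC-channel fluorescence of OMFP product / Medium: Bis-Tris buffer pH 6.0, 2.5 mM DTT, 0.005% Tween 20 / Schedule: 20 min at room temperature, dark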
# Tb MetRS inh: Trypanosoma brucei MetRS inhibition. purified T. brucei MetRS, ATP depletion, Kinase-Glo luminescence. inhibition, % at 11.9 µM. actives 0.4% (n = 360,000). AID 624268;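 active = inhibition above a per-plate cutoff of the control wells' mean inhibition plus 3 SD, cut at about 5.5% in these data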;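 also: 0% = DMSO wells median and 100% = median of wells with control inhibitor compound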
#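 Test system: purified T. brucei MetRS enzyme. Also added: ATP, methionine and E. coli bulk tRNA substrates. Compound: 11.9 µM single point. Schedule: 15 min enzyme-compound preincubation, 2 h reaction, 10 min detection, 25 °C. Signal: luciferase luminescence of residual ATP, Kinase-Glo. Evaluation: percent inhibition versus plate control medians. Controls: DMSO wells, low control.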
# LMPTP block: blocks human LMPTP phosphatase. AID 651560. actives 0.22% (n = 360,000). inhibition, % at 20 µM. recombinant LMPTP-A, OMFP fluorogenic substrate, fluorescence intensity;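 active = compounds that cut the enzyme signal by at least half of the control window in the single-dose screen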;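 also: plate controls were DMSO wells with enzyme plus substrate for no effect and substrate without enzyme for full effect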
#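 Test system – LMPTP-A phosphatase enzyme · Quantity – 0.625 nM LMPTP-A final · Reagent – OMFP substrate, 400 µM final · Dosing – one test concentration per compound, 20 µM, with 3% DMSO overall · Timing – 50 min enzyme reaction at room temperature, protected from light · Detection – fluorescence intensity · Controls – substrate-only low control, DMSO enzyme-plus-substrate high control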
# Scp-1 inhibitor: inhibitors of human Scp-1 phosphatase; inhibition, % at 20 µM; Recombinant Scp1, phosphopeptide, malachite green phosphate absorbance; Q9GZU7; actives 0.88% (n = 340,000);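 active = inhibition above about 50% at 20 µM, limit read from the data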;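 also: plate controls were DMSO wells with enzyme for no effect and wells lacking enzyme for full effect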
# Target sequence (Q9GZU7 76-261 limits assumed): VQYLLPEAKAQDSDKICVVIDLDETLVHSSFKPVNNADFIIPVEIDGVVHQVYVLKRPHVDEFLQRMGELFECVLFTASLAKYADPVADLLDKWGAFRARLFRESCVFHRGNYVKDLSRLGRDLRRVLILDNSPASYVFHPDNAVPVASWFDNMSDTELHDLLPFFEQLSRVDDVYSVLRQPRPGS
#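 System: SCP-1 catalytic domain; Reagent: Phospho 17-mer peptide substrate; Doses: one concentration, 20 µM, with 1.0% DMSO; Incubation: 45 min room-temperature reaction, 5 min colour, 30 min stabiliser; Signal: Phosphate-binding colour reagent, absorbance read at 630 nm.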
# Rpn11 block: blocks the human proteasome subunit Rpn11; human 26S proteasome, Ub4-pepOG fluorescence polarization; 20S core pre-blocked with epoxomicin; calls only at 20 µM; actives 0.59% (n = 360,000);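 active = inhibition at 20 µM, scaled to each plate's controls, above about 33%, limit read from the data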
# MsrA inhibitor: inhibits bovine methionine sulfoxide reductase A | purified bovine MsrA, absorbance read-out | inhibition, % at 15.5 µM | actives 0.75% (n = 360,000) | AID 651718; in the data active = inhibition above about 4.5%;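 also: 0% = vehicle wells with enzyme and 100% = reference inhibitor wells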
# CSN inh: CSN deneddylation inhibition; Purified CSN, SCF-Nedd8-OG deneddylation, fluorescence polarization; actives 0.38% (n = 360,000); Q92905; inhibition, % at 12.5 µM;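 active = pattern-corrected inhibition above about 35%, with an unprinted fluorescence ratio check between 0.5 and 1.5, limit read from the data, passing the limit was not always enough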;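 also: 0% = enzyme with substrate and 100% = substrate without enzyme; some results filed as inactive read as strong as hits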
# Target sequence (Q92905 whole entry, looked up, one chain of several): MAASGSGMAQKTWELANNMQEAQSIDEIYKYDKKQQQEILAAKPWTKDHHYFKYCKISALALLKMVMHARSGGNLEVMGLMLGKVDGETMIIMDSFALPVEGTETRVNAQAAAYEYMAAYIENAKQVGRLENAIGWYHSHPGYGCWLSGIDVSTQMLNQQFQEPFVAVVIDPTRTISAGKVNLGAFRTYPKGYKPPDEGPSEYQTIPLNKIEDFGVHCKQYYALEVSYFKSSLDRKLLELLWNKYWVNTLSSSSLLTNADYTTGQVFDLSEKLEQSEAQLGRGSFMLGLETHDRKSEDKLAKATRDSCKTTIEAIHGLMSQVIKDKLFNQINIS
#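 Assay system: HEK293T-derived human Csn5 enzyme; quantity: 0.24 nM enzyme; medium: Tris/NaCl/DTT buffer, pH 7.5; also added: substrate SCFSkp2-Nedd8OG, 10 nM; doses: 12.5 µM compound; schedule: 90 min reaction at room temperature; signal: FP; read-out: % inhibition of substrate cleavage by Csn5; benchmarks: substrate-only high control, full reaction low control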
# DNMT1 block: inhibitors of human DNMT1 | DNMT1 molecular beacon, Hinp1I cleavage, fluorescence | inhibition (reported as % activation of signal), % at 10 µM | actives 0.83% (n = 360,000) | AID 588458; in the data active = inhibition above about 50%
# Active calls of the source: *; i = inactive; / = no result given.
structure,Tb MetRS inh,MsrA inhibitor,CSN inh,STEP block,DNMT1 block,LMPTP block,Scp-1 inhibitor,Rpn11 block,NadD block,SUMO1 PPI mod
O=C(Nc1ccc(C(=O)N2CCCCC2)cc1)c1ccccc1Cl,0.2,-0.6,0,0,2,-1.7,-7,i,-3,1
O=C(NCc1ccc2c(c1)OCO2)c1c(F)c(F)c(F)c(F)c1F,-0.1,-0.9,2,3,1,-0.6,-5,i,10,-1
CCN1CCN(c2nc3c(C)cccn3c(=O)c2/C=C(\C#N)C(=O)NC)CC1,-0.7,0.5,1,-2,0,-0.5,0,i,-2,-31
COc1ccc(/C=C2\SC(=O)N(CCNC(=O)C3CC4C=CC3C4)C2=O)cc1 (configuration not stated),-1.4,0.4,0,-2,5,-0.3,2,i,-8,-28
CN(C(=O)c1cccc(NC(=O)C2CCN(C(=O)OC(C)(C)C)CC2)c1)C1CCC1,0.1,-1.7,0,-3,2,-0.9,-3,i,-2,-2
O=C(CSc1nncn1-c1ccccc1)N1CCCC1,-0.3,-0.8,-2,-1,1,-0.4,7,i,2,-1
Cc1c(C(=O)C(C)C)n(C)c2ccccc12,-1.7,0.0,-1,0,5,0.6,-5,i,-6,-6
Fc1ccc(N2CCN(Cc3cnc(N4CCOCC4)s3)CC2)cc1,-0.6,0.1,4,0,1,0.5,-5,i,-6,0
CCOC(=O)c1cn(-c2nc(-c3ccc(Cl)c(Cl)c3)cs2)c2c(F)c(N3CCOCC3)c(F)cc2c1=O,0.5,-0.8,1,6,58*,6.4,22,i,12,0
O=C(Nc1ccc(S(=O)(=O)Nc2ncccn2)cc1)c1ccccc1NS(=O)(=O)c1ccc(Cl)cc1,0.7,-0.9,3,1,0,-0.7,-11,i,3,22
COCCCNc1nc(SCc2ccccc2)nc2sc3c(c12)CCC3,-1.6,0.5,8,-4,-9,2.1,10,i,10,6
COc1ccccc1NC(=O)C(C)Sc1nc2ccccc2c(=O)n1CC1CCCO1 (configuration not stated),-0.1,0.4,3,1,1,1.0,-3,i,-1,4
CCOc1ccccc1N1CCN(C/C=C/c2ccc(N(C)C)cc2)CC1,-0.3,1.4,-1,-1,-8,-1.7,-3,i,-10,-8
CC1(C(=O)NS(=O)(=O)c2ccccc2)CCN1C(=O)C1(c2ccc(Cl)cc2)CC1 (configuration not stated),-0.2,0.8,-5,0,0,-2.5,/,i,-1,3
Cc1c(C#N)c(NC(=O)c2ccccc2)n(Cc2ccccc2)c1C,0.1,-0.6,-5,-4,-2,1.3,11,i,-5,-2
CCc1nnc(NC(=O)CSc2nnc3nc(C)cc(C)n23)s1,-0.4,-1.1,4,-1,2,-0.4,-5,i,-3,-3
c1ccc(-c2cc3nccc(-c4ccccn4)n3n2)cc1,-0.1,1.4,4,-1,-1,0.1,1,i,-2,-10
Cc1ccccc1NC(=O)Nc1nnc([C@@H]2C[C@H](O)[C@@H](CO)O2)s1,-0.1,-0.3,1,-1,0,-3.5,/,i,-5,4
CC(C)(C)C(=O)C(C(c1ccccc1)N1CCOCC1)N1CCOCC1 (configuration not stated),-0.3,0.4,-4,-1,-2,-0.4,5,i,1,3
CCOC(=O)c1c(NC(=S)NC(=O)/C=C/c2cccs2)sc(C)c1C,0.0,-0.7,-4,5,59*,0.4,-5,i,9,3
O=C(NCCc1cnc[nH]1)Nc1cccc(C(F)(F)F)c1,-1.6,-1.2,-1,0,8,-6.1,-5,i,-3,2
O=C(NCC(c1ccco1)N1CCCC1)c1ccc(S(=O)(=O)Nc2ccccc2F)cc1 (configuration not stated),-0.1,-0.7,-5,-1,1,0.7,-9,i,4,2
CCOC(=O)C1(Cc2cccc(F)c2)CCN(C(=O)Cn2cnnn2)CC1,-0.3,-0.2,-1,-3,-1,0.4,-3,i,0,0
Cc1nn(C)cc1/C=N\NC(=O)c1ccc2c(c1)c(C)c(C)n2Cc1ccccc1,0.0,0.7,-2,0,-6,4.0,-1,i,-7,15
O=[n+]1cc(-c2ccc(Cl)cc2)n([O-])c2c1CCCCC2,-1.4,-0.1,-12,0,12,-0.9,-3,i,2,-14
O=C(Cn1cnc2c(NCc3ccccc3)ncnc21)NCCCc1ccccc1,0.1,0.4,1,-2,0,-0.8,4,i,-2,-2
CS(=O)(=O)c1ccc(Nc2nc(C(N)Cc3ccc(C(F)(F)F)cc3)cs2)cc1 (configuration not stated),-0.1,-1.7,0,3,2,-1.8,/,i,9,-8
CCNC(=O)O/N=C(\C)c1sc(-c2ccc(Cl)cc2)nc1C,-0.3,4.6*,3,1,-1,1.2,-17,i,-3,-25
CCC(C)[C@H](NC(=O)OC(C)(C)C)C(=O)N/N=C/c1ccc2cc(OC)ccc2n1 (some centres not stated),-0.5,1.2,-7,-4,6,-2.4,-1,i,-2,-5
Cc1ccc2nc(C)cc(N/N=C/c3cccc(O)c3)c2c1,0.7,3.7,1,0,0,1.0,-12,i,-2,-3

# Exported with two lines to a compound: 3 of the compounds above
# Results follow in this order: Tb MetRS inh	MsrA inhibitor	CSN inh	STEP block	DNMT1 block	LMPTP block	Scp-1 inhibitor	Rpn11 block	NadD block	SUMO1 PPI mod
O=[n+]1cc(-c2ccc(Cl)cc2)n([O-])c2c1CCCCC2
    -1.4	-0.1	-12	0	12	-0.9	-3	i	2	-14
O=C(Cn1cnc2c(NCc3ccccc3)ncnc21)NCCCc1ccccc1
    0.1	0.4	1	-2	0	-0.8	4	i	-2	-2
CS(=O)(=O)c1ccc(Nc2nc(C(N)Cc3ccc(C(F)(F)F)cc3)cs2)cc1 (configuration not stated)
    -0.1	-1.7	0	3	2	-1.8	/	i	9	-8

# Returning to the listing with the three entries that preceded the break.
structure,Tb MetRS inh,MsrA inhibitor,CSN inh,STEP block,DNMT1 block,LMPTP block,Scp-1 inhibitor,Rpn11 block,NadD block,SUMO1 PPI mod
CCNC(=O)O/N=C(\C)c1sc(-c2ccc(Cl)cc2)nc1C,-0.3,4.6*,3,1,-1,1.2,-17,i,-3,-25
CCC(C)[C@H](NC(=O)OC(C)(C)C)C(=O)N/N=C/c1ccc2cc(OC)ccc2n1 (some centres not stated),-0.5,1.2,-7,-4,6,-2.4,-1,i,-2,-5
Cc1ccc2nc(C)cc(N/N=C/c3cccc(O)c3)c2c1,0.7,3.7,1,0,0,1.0,-12,i,-2,-3
Cc1ccc(C)c(C(=O)CN2C(=O)c3ccccc3C2=O)c1,0.4,0.2,-2,-2,0,0.8,-4,i,-6,-13
C/C(=N\NC(=O)CSc1nc2ccccc2o1)c1ccc(O)cc1,0.4,0.3,3,-1,-1,-0.6,-1,i,5,-1
CCCC1(c2ccccc2)NC(=O)N(CC(=O)NCc2ccc(OC)cc2)C1=O (configuration not stated),1.6,0.6,-2,-1,-5,-0.1,-4,i,-1,3
CC(=O)NCC1(O)CCCC(C)C1 (configuration not stated),-1.1,1.7,-1,-1,-1,-1.4,-4,i,-5,-4
O=C(CCC1CCCN(C(=O)c2cccnc2)C1)NCc1ccccc1F (configuration not stated),0.3,2.7,-1,-2,0,-0.4,-5,i,0,2
CC1CCCC(C)N1CCCNC(=O)c1cc2c(=O)n(C)c3ccccc3c2n1C (configuration not stated),-0.2,0.9,1,-2,0,2.9,-4,i,-5,7
COc1cc(NC(=O)COC(=O)CC2CC3CCC2C3)cc(OC)c1 (configuration not stated),0.1,0.4,-1,1,-1,-0.5,-8,i,-11,-24
O=C(CSc1nc(-c2ccc(F)cc2)cc(C(F)(F)F)n1)Nc1ccc2c(c1)OCO2,0.5,1.5,-2,2,4,-0.7,2,i,-2,2
COc1ccc(N2CCN(S(=O)(=O)c3ccc(C(=O)NC4CCCC4)cc3)CC2)cc1,-0.9,0.8,-5,-3,9,-2.0,-2,i,3,51*
COc1cccc(OCCSc2nnc3sc4ccccc4n23)c1,-1.0,-0.2,1,0,2,-1.1,9,i,-7,2
O=C(NCCCl)Nc1cccc(Br)c1,0.0,1.0,10,-3,0,-1.2,-1,i,1,1
N#CCO/N=C(\c1ccccc1)c1ccncc1,-1.0,-1.4,3,-2,-2,-0.5,7,i,-3,1
COc1cccc(N2CCN(c3ncnc4c3cnn4-c3ccc(C)cc3C)CC2)c1,-0.1,-0.5,-1,4,-11,4.7,-10,i,0,5
COCCn1c(C)cc(C(=O)CN2C(=O)NC3(CCCCCCC3)C2=O)c1C,0.1,0.4,-1,-4,-3,-0.3,-2,i,1,-1
CCOC(=O)c1sc2c(c1C)C(c1cccs1)C1=C(CCCC1=O)N2 (configuration not stated),0.2,-0.1,-4,2,-7,1.6,-18,i,3,0
CC(=O)Nc1nc(C)nc(-c2ccccc2)c1C(C)=O,0.1,0.2,2,-4,3,-0.1,-8,i,-1,1
CCOC(=O)c1sc(NC(=O)CSc2nccc(C)n2)c(C#N)c1C,0.0,-0.1,5,1,3,-0.5,0,i,2,0
Cc1c(N=O)c(-c2ccccc2)n(O)[n+]1[O-],-0.2,-0.2,-1,2,5,1.2,/,i,-2,-2
COC(=O)c1cc(CN2CCN(c3ccccc3C)CC2)ccc1O,-0.4,-0.6,0,0,4,-1.1,2,i,6,-3
CCCCC(=O)Nc1ccc(C(=O)NNC(=O)c2ccco2)cc1,-1.5,1.5,2,-1,3,-1.5,2,i,-2,4
CCOc1ccc(N2CC(C(=O)Nc3cccc(S(=O)(=O)N4CCCC4)c3)CC2=O)cc1 (configuration not stated),-0.7,-0.4,-2,1,2,-0.8,-1,i,-4,-5
COc1cc(NC(=O)CCN2CCN(CCO)CC2)cc(OC)c1,-0.3,0.4,-5,-2,-5,-2.3,-12,i,-3,4
Cc1cc(NC(=O)Cc2cccs2)nn1CC(=O)NCc1ccco1,-0.2,0.9,-1,4,-3,-0.9,5,i,4,0
COc1cc(C)c(S(=O)(=O)NC2CC(C)(C)NC(C)(C)C2)cc1C,-0.5,0.3,1,-4,-4,1.3,-3,i,-2,4
CCCCCN(C(=O)CCC(=O)OCc1cc(C(C)=O)ccc1OC)c1c(N)n(CCCC)c(=O)[nH]c1=O,-0.4,1.4,4,-1,5,-1.4,-5,i,2,1

# High-throughput results as filed in PubChem BioAssay.
